# ELG1 repair inh – inhibitors of ELG1-dependent DNA repair in HEK293T cells; HEK293T ELG1-luciferase reporter, luminescence, 16 h; DNA damage induced by 5-fluorouridine; Potency, µM (top dose mostly 46.1 µM), for the others: at the highest dose activity change, negative = inhibition, usual class: inhibitors; hit rate 2.3% among 330,000; AID 504467; also: potency is read from the fitted curve at half-maximal effect; % is scaled to controls: 0 for no effect and ±100 for the full control effect; nearly all actives have a fitted effect of over 55% in size
#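 Quantitative HTS, concentration-response format. 2,000 cells/well co-treated with 5-fluorouridine and compound, 16 hr in 5% CO2 at 37 °C; ONE-Glo luminescence read after 30 min.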
# B2AR arrestin – recruits beta-arrestin to the human beta2-adrenergic receptor; AID 492947; hit rate 0.02% among 330,000; Potency, µM (top dose mostly 46.1 µM), for the others: at the highest dose activation, usual class: activators; beta-arrestin recruitment to beta2AR, cell-based reporter; P07550;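 also: potency is read from the fitted curve at half-maximal effect; 0% = DMSO controls and full agonism = EC100 isoproterenol or metaproterenol; nearly all actives have a fitted effect of over 65% in size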
# Target sequence (P07550 whole entry, looked up): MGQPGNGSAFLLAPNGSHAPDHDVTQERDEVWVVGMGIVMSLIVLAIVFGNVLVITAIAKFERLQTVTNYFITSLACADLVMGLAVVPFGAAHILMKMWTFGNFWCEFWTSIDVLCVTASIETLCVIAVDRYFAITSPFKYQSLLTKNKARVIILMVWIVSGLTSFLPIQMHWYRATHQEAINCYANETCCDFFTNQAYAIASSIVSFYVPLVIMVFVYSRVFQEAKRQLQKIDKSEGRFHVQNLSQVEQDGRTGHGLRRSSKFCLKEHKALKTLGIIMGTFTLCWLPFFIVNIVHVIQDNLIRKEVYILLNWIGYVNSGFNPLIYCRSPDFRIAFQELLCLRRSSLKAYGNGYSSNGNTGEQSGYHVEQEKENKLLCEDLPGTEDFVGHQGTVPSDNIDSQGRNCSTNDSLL
# TCR activator – activators of T cell receptors; primary human leukocytes, anti-CD3, IL-2 HTRF, 48 h; 330,000 tested, under 10 active; AID 504894; Potency, µM (doses to about 9.22 µM), inactives show top-dose activation of IL-2 secretion, actives largely listed as activators; also: % of control where 0% means no effect
#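 Human primary leukocytes + a-CD3 beads + cpd, 48 hr; IL-2 in supernatant by HTRF (ex 320nm / em 665nm). No co-stimulatory signal supplied.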
# Eya2 inh – blocks the phosphatase activity of human Eya2 | O00167 | recombinant Eya2, OMFP fluorescence dephosphorylation (OMFP is methylfluorescein phosphate) | Potency, µM (top dose mostly 76.9 µM), inactives show at the highest dose activity, negative = inhibition, usual class: inhibitors | hit rate 0.006% among 330,000; also: potency is read from the fitted curve at half-maximal effect; % is scaled to controls: 0 for no effect and ±100 for the full control effect
#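 Eya2 (0.2 uM) preincubated 10 min at ambient with compound, then OMFP substrate added at 50 uM; 10 min reaction in 50 mM HEPES pH 7.5, 50 mM NaCl, 5 uM MgCl2, 0.05% BSA, 1 mM DTT. Fluorescence read at Ex 485/Em 525 nm.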
# PTAP TSG101 blk – blocks PTAP/TSG101 interaction to inhibit HIV-1 budding; 340,000 tested, under 10 active; Fluorescence polarization, FITC-PTAP peptide / Tsg101 binding; Potency, µM (highest dose often 115 µM), for the others: top-dose activity change, negative = inhibition, usual class: inhibitors; Q99816; active = well fitted inhibition curve with a large enough effect in the main read-out, with a control signal flat, not every such curve was filed as active; inconclusive = small, poorly fitted or top-dose-only effect, or effect the other way, or a change in a side signal; inactive = no such curve, though single readings can be large or run the other way; also: potency is read from the fitted curve at half-maximal effect; % of control where 0% means no effect
#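 Steps: Tsg101 binding domain dispensed (10 uM final), compounds pinned in DMSO, FITC-labeled PTAP-motif peptide added (50 nM final); after 20 min binding at room temperature, polarization measured.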
# Chronic BCR inh – blocks chronic active B-cell receptor signaling; ABC-DLBCL IkBa-CBG/CBR reporter, luminescence ratio, 4 h; hit rate 0.05% among 340,000; Potency, µM (top dose mostly 46.1 µM), for inactives: at the highest dose ratio change, negative = lower green/red ratio, most hits filed as inhibitors; active = well fitted inhibition curve with a large enough effect in the signal ratio, with a control signal flat, not every such curve was filed as active; inconclusive = small, poorly fitted or top-dose-only effect, or effect the other way, or a change in a side signal; the % refers to the signal ratio;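 also: potency is read from the fitted curve at half-maximal effect; plate controls were basal doxycycline-induced cells for no effect and cells given 10 µM MG132 for full effect; MG132 reads +100%, hits lower the ratio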
#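 Cell line TMD8 (human ABC DLBCL), stably expressing tet-inducible CBG68-IkBa fusion and CBR; IMDM/0.5% FBS; cpd up to 46 uM; dox induction, 4 h, 37C/5% CO2; dual luminescence; green/red ratio; MG132 control.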
# TSHR antagonist – antagonists of human thyroid stimulating hormone receptor; hit rate 0.2% among 330,000; TSHR-expressing cells, TSH-stimulated cAMP HTRF, 2 h; stronger effect = lower value; P16473; AID 504810; activity change, negative = inhibition, % at 11.5 µM;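 active = activity change below a set negative limit, meaning inhibition stronger than a set level, cut at about -70% in these data; inconclusive = activity change between two set negative limits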; also: % is scaled to controls: 0 for no effect and ±100 for the full control effect
#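 Antagonism was scored as loss of TSH-driven cAMP in TSHR cells, stimulated with 4nM TSH (EC80) for 2 hours at 37 deg C and detected by homogeneous HTRF competition immunoassay.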
# USP2a block – blocks human ubiquitin-specific protease USP2a; O75604; hit rate 0.01% among 330,000; AID 463254; USP2 core, Ub-CHOP2 coupled fluorogenic reporter, 485/531; Potency, µM (titrated, usually from 38.3 µM), inactives show at the top dose activity change, negative = inhibition, most hits filed as inhibitors;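 also: potency is read from the fitted curve at half-maximal effect; plate controls were DMSO wells for no effect and full inhibition by NEM control for full effect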
# Target sequence (O75604 whole entry, looked up): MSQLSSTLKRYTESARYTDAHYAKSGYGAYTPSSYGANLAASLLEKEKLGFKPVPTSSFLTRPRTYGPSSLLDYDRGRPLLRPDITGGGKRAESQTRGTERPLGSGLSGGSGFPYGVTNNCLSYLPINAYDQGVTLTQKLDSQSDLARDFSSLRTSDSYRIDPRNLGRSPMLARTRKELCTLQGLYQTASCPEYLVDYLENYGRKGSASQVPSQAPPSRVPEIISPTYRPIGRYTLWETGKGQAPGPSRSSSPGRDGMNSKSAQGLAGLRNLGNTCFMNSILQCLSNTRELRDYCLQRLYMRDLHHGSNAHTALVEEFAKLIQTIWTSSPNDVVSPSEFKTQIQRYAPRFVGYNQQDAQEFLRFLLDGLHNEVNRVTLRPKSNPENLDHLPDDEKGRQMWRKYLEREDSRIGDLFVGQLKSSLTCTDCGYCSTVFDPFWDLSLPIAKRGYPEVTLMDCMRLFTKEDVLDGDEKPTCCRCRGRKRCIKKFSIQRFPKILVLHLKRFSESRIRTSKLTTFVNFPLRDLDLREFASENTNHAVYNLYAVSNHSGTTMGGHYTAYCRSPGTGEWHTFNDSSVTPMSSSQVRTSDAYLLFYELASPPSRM
#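 Deubiquitinase activity read as fluorescence (485/531 nm) after Ub-CHOP2 cleavage activates the enterokinase reporter on its substrate; USP2 core 10nM, Ub-CHOP2 and substrate 25nM each, 30min compound preincubation then 60min RT; data normalized to NEM, curves fitted.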
# Mito fusion yeast – blocks mitochondrial division or promotes mitochondrial fusion; hit rate 0.23% among 320,000; Potency, µM (series often up to 46.1 µM), for the others: at the highest dose growth rescue (activation), most hits filed as activators; AID 485298; S. cerevisiae fusion-defective mutant growth rescue, CellTiterGlo 48 h;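 also: potency is read from the fitted curve at half-maximal effect; % of control where 0% means no effect; nearly all actives have a fitted effect of over 45% in size; temperature-sensitive fusion mutants such as fzo1-1 at 37 °C on non-fermentable ethanol glycerol medium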
#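 S. cerevisiae fusion-defective temperature-sensitive mutants (e.g. fzo1-1, mgm1-5) grown 48 h at 37C in YPEG (ethanol/glycerol non-fermentable) medium with 23 nl compound per well; growth rescue read as CellTiterGlo luminescence.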
# Tb PFK block – inhibitors of T. brucei phosphofructokinase. O15648. T. brucei PFK, ADP-Glo luminescence. Potency, µM (top dose mostly 57.5 µM), without a hit: at the highest dose activity, negative = inhibition, hits mostly inhibitors. hit rate 0.17% among 330,000. AID 485367;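 also: potency is read from the fitted curve at half-maximal effect; 0% = uninhibited 1x PFK enzyme wells and -100% = no-enzyme wells; nearly all actives have a fitted effect of over 60% in size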
#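 Activity is normalized to no-enzyme wells (full inhibition) and 1.25 nM enzyme wells (no inhibition). Reaction: 0.5 mM F6P, 0.1 mM ATP, 45 min RT, ADP-Glo luminescence; concentration-response curves fitted and classed by quality.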
# uPA surface inh – inhibitors of cell surface uPA generation; cell surface uPA generation assay, qHTS; Potency, µM (highest dose often 38.3 µM), for inactives: at the top dose activity change, negative = inhibition, usual class: inhibitors; hit rate 0.31% among 330,000; AID 540303; active = well fitted inhibition curve with a large enough effect; inconclusive = small, poorly fitted or top-dose-only effect; inactive = no such curve, though single readings can be large or run the other way; tested in mouse RAW 264.7 cells; also: potency is read from the fitted curve at half-maximal effect; % is scaled to controls: 0 for no effect and ±100 for the full control effect; nearly all actives have a fitted effect of over 55% in size
# * hit, by the source's call; ? = inconclusive; · = no result given; [ ] = another dose, or the depositor's remark. Unless noted, calls follow the shape of the dose curve; as a rule, active = well fitted curve in the direction sought with a large enough effect; inconclusive = small, poorly fitted or top-dose-only effect, or another doubt; inactive = no such curve, though single readings can be large; an effect the other way counts as inactive or inconclusive.
SMILES,ELG1 repair inh,B2AR arrestin,TCR activator,Eya2 inh,PTAP TSG101 blk,Chronic BCR inh,TSHR antagonist,USP2a block,Mito fusion yeast,Tb PFK block,uPA surface inh
O=C1C2C3CCC(C3)C2C(=O)N1Cc1ccco1 (stereo unspecified),-5.0%,-1.0%,-1.0%[46.1 µM],7.2%,-0.2%,-2.5%,4.9,3.6%,1.0%,2.4%,1.9%
Cc1ccc(C)c(NC(=O)CSc2nc3ccc(N4C(=O)c5ccccc5C4=O)cc3s2)c1,-18.1%,3.1%,-4.4%,-1.2%,0.1%,-0.4%,-6.3,0.1%,-6.7%,-3.1%,6.3%
COc1cnn(-c2ccccc2)c(=O)c1SCc1ccc(Cl)cc1Cl,-4.6%,-0.2%,2.9%,-6.9%,-1.6%,5.2%,-2.7,2.1%,3.2%,-0.1%,-7.0%
O=C(COC(=O)c1c2c(nc3ccccc13)/C(=C/c1cccc([N+](=O)[O-])c1)CCC2)NC1CCS(=O)(=O)C1 (stereo unspecified),7.31µM*,-0.2%,1.1%[46.1 µM],2.3%,-6.1%,?,-22.0,1.5%,-8.5%,7.8%,-9.3%
O=C(CSc1ccc(-c2ccc(F)cc2)nn1)NCc1ccco1,7.1%,0.1%,2.6%[46.1 µM],-1.9%,-3.4%,8.6%,-8.3,-0.3%,-9.3%,-7.5%,1.1%
Cc1noc(C)c1COC(=O)Cc1ccc(Cl)c(Cl)c1,8.4%,-0.1%,-1.4%,-7.2%,-2.4%,-0.9%,-10.9,-3.0%,-3.0%,-30.0%,0.2%
Cc1ccc(-n2nnc(-c3nccn3C)n2)cc1,?,-0.4%,-2.6%,16.9%,·,?,-0.6,-2.4%,-7.1%,-25.2%,3.16µM*
CCC(=O)Nc1ccc(N2CCN(S(C)(=O)=O)CC2)cc1,25.0%,-0.5%,1.7%[46.1 µM],4.2%,2.8%,6.9%,4.3,2.4%,-9.3%,-4.4%,2.4%
CCN(CC(=O)N1CCOCC1)S(=O)(=O)c1cc(Cl)ccc1Cl,6.1%,-0.9%,0.4%,3.6%,-1.4%,?,-2.8,-0.5%,2.4%,0.4%,6.8%
O=[N+]([O-])c1ccc(NC(=S)N2CCc3ccccc32)cc1,-15.5%,0.0%,8.7%,-8.7%,-4.8%,-6.4%,27.6,-0.1%,-2.8%,-13.3%,3.6%
CCOc1ccc(C(=O)C(C)OC(=O)C2CCN(c3ccc(C(F)(F)F)cn3)CC2)cc1 (stereo unspecified),-16.8%,-0.3%,3.3%,-33.2%,2.5%,8.7%,-23.3,-1.6%,15.0%,-5.9%,-2.9%
O=C(CSc1nn(-c2ccccc2)c(=S)s1)NC1CCS(=O)(=O)C1 (stereo unspecified),0.1%,0.4%,-0.8%[46.1 µM],-16.5%,0.2%,-7.8%,-6.3,0.0%,-26.5%,-12.0%,1.7%
COc1ccc(C(=O)c2cnc[nH]2)cc1OC,?,-0.9%,-7.5%,13.9%,-4.7%,-9.8%,-3.6,2.3%,-8.5%,-9.2%,1.8%
CC(=O)N1CCN(C(=O)Nc2cccc(C(F)(F)F)c2)CC1,12.0%,0.3%,5.7%,13.2%,0.7%,?,-3.6,2.3%,-6.5%,-4.0%,-5.1%
NC(=O)c1ccc(NC(=O)C2CCCC2)cc1,?,0.6%,·,11.3%,1.3%,-8.3%,-8.4,1.3%,0.8%,-7.8%,0.6%
Cc1nn(-c2ccccc2)c(Cl)c1/C=C1\SC(=S)N(C)C1=O,-30.1%,-0.9%,·,14.0%,4.4%,2.0%,5.8,-1.4%,0.2%,0.0%,-9.8%
O=C(NNc1c2ccccc2nc2ccccc12)c1ccccc1Cl,-8.0%,-1.9%,8.0%,13.3%,2.2%,1.3%,27.3,-1.2%,-1.6%,-5.0%,-17.1%
NNC(=O)c1cc2ccccc2cc1NS(=O)(=O)c1ccccc1,-2.5%,-0.2%,·,?,-0.6%,?,-12.2,-1.8%,3.6%,-0.4%,-4.0%
N#CC1=C(N)Oc2n[nH]c(-c3ccncc3)c2C1c1ccsc1 (stereo unspecified),-0.6%,-0.2%,-2.2%,-3.0%,-1.3%,0.8%,-6.3,-1.1%,-2.2%,-2.4%,·
O=C1C=C(c2ccc(O)cc2)C[C@@H](c2ccc3c(c2)OCO3)C1,?,0.6%,-0.7%,-2.3%,·,?,10.6,-5.0%,0.8%,2.9%,?
CN1N=C(c2ccc(Cl)cc2)CC(c2ccc(Cl)cc2)C1=O (stereo unspecified),-10.8%,-0.4%,2.7%,-12.5%,-0.9%,1.0%,-18.8,0.6%,-2.4%,-3.3%,5.9%
CC1CCCCN1C(=O)Nc1cccc(Cl)c1 (stereo unspecified),21.5%,-0.6%,-2.6%,5.6%,-9.7%,?,-1.6,2.6%,0.4%,-8.0%,-4.1%
CC(=O)Oc1ccc(-c2cccc(C(=O)OCC(=O)Nc3ccccc3Oc3ccccc3)c2)cc1,?,-2.6%,-1.3%[46.1 µM],7.6%,-0.9%,-6.7%,8.9,3.3%,29.5%,-7.7%,-11.8%
Cc1cc(NC(=O)c2cccc(F)c2)no1,?,0.2%,-2.5%,-4.4%,-7.6%,13.6%,2.0,-1.6%,-3.0%,3.9%,0.6%
COc1cc(C)c(C(=O)Oc2cc(C)c(C(=O)O)c(O)c2)c(O)c1,11.0%,3.9%,-1.8%,5.1%,-6.2%,-12.0%,-13.5,-2.5%,22.5%,1.4%,-3.5%
O=C1COc2ccc(N3C(=O)c4ccccc4C3=O)cc2N1,?,0.0%,·,-22.8%,·,-0.9%,1.9,9.2%,3.5%,-1.2%,·
O=C(NCCc1ccccc1)C(=O)NCC1OCCN1S(=O)(=O)c1ccc2c(c1)OCCO2 (stereo unspecified),-27.6%,-0.2%,10.4%,6.3%,-1.6%,?,54.6,-3.4%,2.9%,0.0%,-9.7%
COc1ccccc1NS(=O)(=O)c1ccc(Cl)c(NC(=S)NC(=O)C2CCCC2)c1,?,-0.2%,-3.5%[46.1 µM],-4.7%,1.5%,0.7%,0.0,-1.4%,?,12.5%,1.8%
CC(Sc1ccc(Cl)cc1)C(=O)Nc1ccccc1-c1ccccc1 (stereo unspecified),9.1%,0.2%,-0.5%[46.1 µM],0.0%,-5.3%,11.7%,13.0,-0.5%,10.2%,-4.8%,7.1%
COc1ccc(N2CCN(c3ncccn3)CC2)cc1,?,0.1%,-5.2%,-12.9%,-1.9%,-0.8%,-8.4,0.1%,-2.4%,7.9%,-0.1%
Nc1nc(NC(=O)/C=C\C(=O)O)nn1-c1ccccc1,0.0%,0.0%,-0.7%,2.0%,0.6%,6.8%,-1.9,3.4%,5.5%,-0.9%,4.8%
Cc1nc(N2CCN(Cc3nc4ccccc4[nH]3)CC2)c2oc3ccccc3c2n1,?,-0.2%,-4.4%,0.2%,-1.7%,?,0.2,-1.0%,3.5%,-1.0%,1.9%
CCC(C)C(=O)Nn1c(C2CC2)nc2cc(OC)c(OC)cc2c1=O (stereo unspecified),-8.6%,0.2%,·,9.4%,-1.7%,4.1%,-7.0,-1.1%,-7.8%,4.6%,-8.3%
COc1cc(/C=C2/SC(=S)N(CCC(=O)Nc3ccc(C(=O)O)cc3)C2=O)cc(OC)c1OC,2.8%,0.7%,-1.1%,-2.5%,-3.3%,-0.6%,-8.0,-0.4%,-2.9%,-2.4%,-3.8%
O=C(CSc1nnc(-c2cccnc2)n1Cc1ccco1)NCc1ccc2c(c1)OCO2,-24.6%,-0.7%,-10.0%,1.9%,-2.0%,0.1%,-2.5,-2.1%,5.0%,-1.9%,·
O=C(Cn1nnc2ccccc21)OCC(=O)c1ccc(Cl)c(Cl)c1,20.0%,-1.0%,-0.5%[46.1 µM],3.9%,-1.0%,-11.0%,6.3,1.1%,2.0%,-11.3%,12.5%
O=C1/C(=C/c2ccc(Cl)cc2)NC(=S)N1Cc1cccnc1,-8.6%,-0.7%,-0.7%,11.1%,-0.4%,11.0%,6.6,0.6%,1.4%,0.6%,-5.7%
COc1ccc2nc(SCC(=O)N3CCNC3=O)[nH]c2c1,?,9.3%,3.6%,4.5%,-1.3%,5.5%,-3.5,-0.9%,-1.0%,0.2%,-1.1%
O=C(/C(=C/c1ccccc1)c1ccccc1)N1CCCCC1,1.9%,-0.6%,-4.6%,2.1%,-0.2%,3.5%,100.4,-0.6%,-0.4%,1.1%,0.0%

# Bioassay records: PubChem, National Center for Advancing Translational Sciences (NCATS)
